# Screening results from PubChem BioAssay.
# KLK7 zymogen act – proKLK7 zymogen activators, primary screen, biochemical, fluorescence intensity; Kallikrein-7 (Homo sapiens), P49862; purified proKLK7, EDANS-DABCYL substrate fluorescence; 100% is mature enzyme control, 0% vehicle; activation, % at 7 µM; 370,000 compounds, 0.9% hits;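 active = activation above the mean of all tested compounds plus 3 SD, computed per campaign excluding outliers beyond control limits, cut at about 13% in these data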
# ADAM10 inh – human ADAM10 inhibitors, primary screen, biochemical, QFRET, HTS | Disintegrin and metalloproteinase domain-containing protein 10 (Homo sapiens), O14672 | recombinant ADAM10, EDANS/DABCYL FRET peptide cleavage, 3 h | 370,000 compounds, 0.62% hits | AID 720582, 2013 | inhibition, % at 7 µM;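 active = inhibition above a per-campaign cutoff equal to the mean of compounds falling between control-based bounds plus 3 SD, cut at about 20% in these data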;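 also: 0% = DMSO wells while the 100% control is not disclosed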
# DDE Tn7 FP inh – inhibitors of Tn7 peptide binding to fibrin DD(E), primary screen, biochemical, fluorescence polarization, human fibrin, Tn7 probe; Fibrinogen beta chain (Homo sapiens), P02675; FP displacement of FITC-Tn7 peptide from fibrin DD(E); 0% = median of compound wells per plate; AID 720508, 2013; inhibition, % at 8.3 µM; 370,000 compounds, 0.13% hits;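 active = inhibition above the mean of compounds falling within the control limits plus 3 SD of them, cut at about 14% in these data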;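 also: 0% = plate median of compound wells and 100% = 10 µM Aha-Tn7 peptide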
#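 Measure: % inhibition scaled between sample-field median and high-control FP; Test system: human fibrin DD(E); Quantity: 2 µM final DD(E) protein; Doses: one dose, 8.3 µM nominal; Schedule: compound with protein 10 min, then 3 h after probe, room temperature; Detection: fluorescence polarization; Medium: Tris buffer with calcium and detergent, pH 7.8.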
# ASAP1 inh – inhibitors of human ASAP1 ArfGAP activity, primary screen, biochemical, fluorescence polarization. 360,000 compounds, 0.19% hits. ASAP1-stimulated ARF1 GTP hydrolysis, GDP FP detection. inhibition, % at 16.5 µM; in the data active = inhibition above about 25%;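 also: 0% = vehicle with enzyme and substrate and 100% = no enzyme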
# LEDGF integ inh – blockers of LEDGF/p75-dependent integrase strand transfer – biochemical, TR-FRET, high throughput, primary screen; HIV-1 integrase (with human LEDGF/p75); TR-FRET IN-LEDGF/p75 DNA integration, Eu/Cy5; inhibition, % at 3.7 µM; 370,000 compounds, 0.64% hits; AID 743269, 2014;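 active = inhibition above the screen-wide mean plus 3 SD, cut at about 13% in these data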;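 also: signal is the Cy5 over europium emission ratio at 671 and 618 nm; 0% = plate median of compound wells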
# ADAM17 inh – ADAM17 inhibitors, primary screen, biochemical, QFRET | Disintegrin and metalloproteinase domain-containing protein 17 (Homo sapiens), P78536 | recombinant ADAM17, EDANS/DABCYL FRET peptide cleavage | inhibition, % at 6.95 µM | 370,000 compounds, 0.83% hits;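 active = inhibition above the mean of compounds lying between control limits plus 3 SD, set per campaign, cut at about 8.5% in these data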;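 also: 0% = DMSO-only wells as the low control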
# TDP2 absorb – human TDP2 enzyme inhibitors, primary screen, biochemical, epi absorbance, recombinant enzyme | T5PNP hydrolysis, p-nitrophenol absorbance 415 nm | inhibition, % at 12.8 µM | AID 720702, 2013 | 370,000 compounds, 0.34% hits;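 active = inhibition above the mean of all tested compounds plus 3 SD, set per campaign, cut at about 25% in these data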;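 also: 0% = DMSO with enzyme and 100% = buffer with substrate but no TDP2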
#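 Evaluation: % inhibition relative to enzyme-containing and enzyme-free wells. Material: recombinant human TDP2. Benchmarks: enzyme-free and DMSO wells. Timing: enzyme reaction with compound for 2 h at 37 °C. Compound dosing: 12.8 µM only. Measured by: p-Nitrophenol epi absorbance. Reagent: T5PNP substrate at 5 mM, a TopII-DNA adduct mimic. Replication: single well per compound.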
# Tn6 DDE FP – inhibitors of Tn6 peptide binding to fibrin DD(E), primary screen, biochemical, fluorescence polarization, human fibrin, Tn6 probe. Fibrinogen beta chain (Homo sapiens), P02675. Fibrin DD(E) TRITC-Tn6 fluorescence polarization displacement. inhibition, % at 8.3 µM. 370,000 compounds, 0.21% hits;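 active = inhibition above a per-campaign cutoff: mean of compounds within control limits plus 3 SD, cut at about 15% in these data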;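 also: 0% = median of all compound wells on the plate and 100% = blocking peptide control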
# PLCg1 inh – PLC-gamma1 enzyme inhibitors, primary screen, biochemical, fluorescence, purified enzyme | 1-phosphatidylinositol 4,5-bisphosphate phosphodiesterase gamma-1 (Homo sapiens), P19174 | fluorogenic substrate | inhibition, % at 12.2 µM | 370,000 compounds, 0.84% hits | AID 720700, 2013; in the data active = inhibition above about 9.5%
# Target sequence (P19174 whole entry, looked up): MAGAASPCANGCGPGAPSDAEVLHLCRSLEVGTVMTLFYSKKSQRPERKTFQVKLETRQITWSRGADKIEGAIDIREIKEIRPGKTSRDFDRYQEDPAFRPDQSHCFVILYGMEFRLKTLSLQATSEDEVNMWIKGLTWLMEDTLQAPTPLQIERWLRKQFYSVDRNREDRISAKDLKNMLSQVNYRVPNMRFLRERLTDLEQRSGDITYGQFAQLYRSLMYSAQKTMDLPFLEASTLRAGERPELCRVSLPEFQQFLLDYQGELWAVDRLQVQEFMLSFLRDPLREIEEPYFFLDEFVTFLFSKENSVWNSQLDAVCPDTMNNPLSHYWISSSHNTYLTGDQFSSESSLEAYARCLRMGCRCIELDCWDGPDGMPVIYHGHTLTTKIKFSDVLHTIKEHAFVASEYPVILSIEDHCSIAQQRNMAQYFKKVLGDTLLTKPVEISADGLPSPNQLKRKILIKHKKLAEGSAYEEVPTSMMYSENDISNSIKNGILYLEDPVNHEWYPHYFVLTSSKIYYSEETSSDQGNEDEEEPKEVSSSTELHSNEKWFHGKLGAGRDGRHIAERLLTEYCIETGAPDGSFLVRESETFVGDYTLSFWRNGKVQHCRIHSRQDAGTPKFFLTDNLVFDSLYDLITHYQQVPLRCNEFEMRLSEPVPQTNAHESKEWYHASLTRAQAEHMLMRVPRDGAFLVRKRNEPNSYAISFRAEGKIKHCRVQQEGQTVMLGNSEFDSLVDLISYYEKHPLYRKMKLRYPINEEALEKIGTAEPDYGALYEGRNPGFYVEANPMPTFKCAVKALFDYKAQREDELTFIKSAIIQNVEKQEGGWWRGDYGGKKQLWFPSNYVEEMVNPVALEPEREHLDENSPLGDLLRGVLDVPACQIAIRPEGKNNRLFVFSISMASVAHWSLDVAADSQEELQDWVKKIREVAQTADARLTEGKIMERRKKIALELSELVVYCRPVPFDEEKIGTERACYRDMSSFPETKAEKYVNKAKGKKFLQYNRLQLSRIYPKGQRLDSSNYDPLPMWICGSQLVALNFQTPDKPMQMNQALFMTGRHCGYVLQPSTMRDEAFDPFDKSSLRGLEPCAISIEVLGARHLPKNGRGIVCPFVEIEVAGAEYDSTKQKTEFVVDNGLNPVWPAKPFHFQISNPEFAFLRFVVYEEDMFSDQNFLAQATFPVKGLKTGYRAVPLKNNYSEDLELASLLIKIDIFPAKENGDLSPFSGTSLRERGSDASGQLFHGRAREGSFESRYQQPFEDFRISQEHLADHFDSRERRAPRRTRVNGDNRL
# ARFGAP1 inh – inhibitors of rat ARFGAP1 GAP activity, primary screen, biochemical, fluorescence polarization, GDP tracer | Arfgap1-stimulated ARF1 GTP hydrolysis, GDP FP detection | 360,000 compounds, 0.26% hits | inhibition, % at 16.5 µM;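 active = inhibition above a per-plate limit, mean inhibition of low control wells plus 3 SD, cut at about 25% in these data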;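 also: 0% = DMSO wells with enzyme and 100% = wells lacking Arfgap1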
#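 Replicates: Single well per compound | Assay system: Truncated rat Arfgap1 GAP domain | Control set: No-Arfgap1 wells (100%) versus DMSO full-reaction wells (0%) | Times: Enzyme reaction 120 min at 25 °C after 20 min preincubation | Reagent: Human ARF1(Δ1-17)-GTP substrate | Measured by: Tracer-displacement fluorescence polarization with EDTA stop, 620/688 nm | Measure: Percent inhibition of Arfgap1-stimulated GTP hydrolysis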
# Active calls of the source: *; . = not tested or not shown.
SMILES,KLK7 zymogen act,ADAM10 inh,DDE Tn7 FP inh,ASAP1 inh,LEDGF integ inh,ADAM17 inh,TDP2 absorb,Tn6 DDE FP,PLCg1 inh,ARFGAP1 inh
C[C@H]1[C@H](NC(=O)c2ccc(C(F)(F)F)cc2)CC[C@@]23CCCN2C(=O)CCC[C@@H]13,.,1.0,-3.9,.,5.6,0.7,-9.2,-8.1,3.7,.
Fc1ccccc1C(c1nnnn1Cc1ccc2c(c1)OCO2)N1CCN(Cc2ccco2)CC1 (stereo not drawn),0.2,2.4,-7.0,-3.2,3.1,0.7,-2.1,-2.9,1.6,6.1
CC12CC3CC(C)(C1)CC(C(=O)NCc1cccnc1)(C3)C2,-0.8,-2.6,-4.4,-9.6,-0.6,0.1,-0.1,-1.3,2.3,-0.5
C=CCN(CC(=O)c1sc(C(=O)OCC)nc1C)c1cccc(Br)c1,0.2,-8.7,-2.8,-11.1,-0.2,-4.6,3.2,2.4,-4.3,0.2
Cn1nc(C(=O)NNC(=O)CCc2ccccc2Cl)c2ccccc2c1=O,0.3,-4.8,-0.8,-0.1,0.3,-3.3,10.2,-4.3,3.2,-1.8
CCCCCN1CC(O)=C(c2nc(-c3ccc(Cl)cc3)cs2)C1=N,0.3,-2.9,-1.0,15.6,2.3,-2.0,-7.9,3.5,-0.7,-1.7
CCCN1CCC(C)(C(=O)Nc2ccccc2Oc2ccccc2)C1 (stereo not drawn),-0.1,0.9,-1.5,2.7,-1.7,-1.5,7.3,1.9,0.4,5.9
Cc1cccc(NC(=O)c2cc(Cl)sc2Cl)c1C,-0.2,-8.5,2.3,-4.9,-0.1,2.0,-5.1,-3.7,2.2,-8.8
CCCC1(C(=O)O)NC(c2ccc(OC)cc2O)C2C(=O)N(c3ccc(OC)cc3)C(=O)C21 (stereo not drawn),0.2,2.4,-0.7,7.8,3.3,-2.0,-1.2,-4.7,1.2,-0.1
Cc1csc(SCC(=O)NCCc2ccc(Cl)cc2)n1,-0.2,-1.0,-7.6,6.6,2.9,-0.1,0.5,3.6,-4.5,10.0
Cc1ccc(NC(=O)/C=C/C(=O)O)c(NC(=O)c2ccccc2)c1,0.0,3.7,5.9,4.9,-1.5,0.9,-4.3,9.4,-0.5,5.0
COc1cc2c(cc1OC)-c1cc(NC3CCCCCC3)nc(=O)n1CC2,3.4,-168.0,-0.1,-14.6,-1.7,-52.6,-7.2,9.0,-83.9,-11.2
CCc1nc2ccc(C(=O)N(CC)CCN(C)C)cn2c1N(C)C(=O)C1CCCCC1,0.0,0.5,-8.8,3.5,3.9,4.7,-6.4,5.6,2.9,0.8
COc1ccc(CN2CCNC(=O)C2CC(=O)N2CCCO2)c(OC)c1 (stereo not drawn),-0.1,-9.7,-4.3,4.5,-0.3,1.1,-5.4,3.9,-9.7,1.4
N#Cc1ccc(COC(=O)C2CCC(=O)N2)cc1 (stereo not drawn),-0.8,1.6,-2.9,17.5,-0.2,-1.5,-5.6,7.8,0.5,10.8
O=C(O)CCCCn1c(SCc2ccccc2Cl)nc2ccsc2c1=O,-0.1,-3.5,-5.9,-0.2,1.5,-2.7,6.1,0.7,-0.7,12.3
COc1ccc(N2C(=O)NC(NS(=O)(=O)c3ccc(NC(C)=O)cc3)(C(F)(F)F)C2=O)cc1 (stereo not drawn),-1.0,-4.3,5.9,1.0,2.5,-2.5,-8.2,2.4,-15.3,-8.7
CCOC(=O)N1CCN(C(=O)Nc2cccc3ccccc23)CC1,-12.9,-231.8,-6.0,6.9,3.5,-85.4,-3.3,-3.0,-83.0,8.0
CCSc1oc(-c2cccs2)nc1S(=O)(=O)c1ccccc1,0.8,-32.0,7.1,-4.7,-2.4,-7.9,1.9,1.0,-17.3,3.7
COC(=O)c1cc(NC(=O)CN(c2ccc3c(c2)OCO3)S(C)(=O)=O)ccc1Cl,0.3,-1.8,1.6,4.0,-2.2,-0.9,5.1,-6.7,0.6,-5.0

# Grouped by structure, the entries above containing a COOH group
SMILES,KLK7 zymogen act,ADAM10 inh,DDE Tn7 FP inh,ASAP1 inh,LEDGF integ inh,ADAM17 inh,TDP2 absorb,Tn6 DDE FP,PLCg1 inh,ARFGAP1 inh
CCCC1(C(=O)O)NC(c2ccc(OC)cc2O)C2C(=O)N(c3ccc(OC)cc3)C(=O)C21 (stereo not drawn),0.2,2.4,-0.7,7.8,3.3,-2.0,-1.2,-4.7,1.2,-0.1
Cc1ccc(NC(=O)/C=C/C(=O)O)c(NC(=O)c2ccccc2)c1,0.0,3.7,5.9,4.9,-1.5,0.9,-4.3,9.4,-0.5,5.0
O=C(O)CCCCn1c(SCc2ccccc2Cl)nc2ccsc2c1=O,-0.1,-3.5,-5.9,-0.2,1.5,-2.7,6.1,0.7,-0.7,12.3

# Additional records
SMILES,KLK7 zymogen act,ADAM10 inh,DDE Tn7 FP inh,ASAP1 inh,LEDGF integ inh,ADAM17 inh,TDP2 absorb,Tn6 DDE FP,PLCg1 inh,ARFGAP1 inh
c1ccc(-c2nc(C3CCCCC3)c3ccccc3n2)cc1,0.2,-1.2,-2.3,3.2,-1.9,-0.1,0.2,-1.2,2.6,-0.6
CCCCn1c(N)c(N(CCC(C)C)C(=O)c2ccc([N+](=O)[O-])s2)c(=O)[nH]c1=O,-0.5,-3.7,7.1,-10.0,1.8,-0.5,3.0,-4.7,-7.3,1.9
CCCNC(=O)CSc1nnc(-c2ccccc2Br)n1-c1cccc(C(F)(F)F)c1,-0.2,6.3,4.8,0.8,0.5,-0.4,5.1,-0.8,0.5,5.4
COc1cccc(C(=O)Nc2ccc(NC(=O)c3ccco3)c(Cl)c2)c1,3.0,-3.0,-6.2,-7.1,-1.9,-3.3,1.3,3.4,-3.3,-8.3
Nc1ccc(NC(=O)c2ccco2)c(Cl)c1,-0.1,-1.1,3.1,7.8,-1.9,-2.4,-2.4,4.0,-2.9,4.3
CC1CCN(CCCCOc2ccccc2Br)CC1,0.3,1.2,3.2,9.4,-0.2,-4.8,9.4,2.0,3.3,18.6
O=C(Cc1c(F)cccc1Cl)NNC(=S)Nc1ccc(S(=O)(=O)Nc2ncccn2)cc1,-0.6,2.1,-4.0,4.3,-2.6,-0.6,-3.7,-0.4,-0.3,-0.4
CC(=O)Oc1c(S(=O)(=O)c2ccccc2)c(C)nn1C(C)(C)C,-0.3,-2.4,-2.6,3.7,-1.1,-5.3,-10.5,-6.5,2.5,-6.2
O=C1/C(=C\c2ccc(O)cc2)CCC1CNc1ccc(Cl)cc1 (stereo not drawn),0.2,-9.4,6.8,-1.4,1.0,-5.4,8.5,-1.7,-2.8,-5.3
Cc1cccc(NC(=O)CN(C)S(=O)(=O)c2ccc(Br)cc2)n1,-0.2,-1.4,0.8,-0.3,3.6,-1.6,-8.4,-0.1,10.2*,4.5
O=C(O)C1CCCCC1C(=O)Nc1cnn(Cc2ccccc2)c1 (stereo not drawn),-0.5,-5.2,-2.7,3.5,1.6,-0.2,0.3,5.6,-0.4,4.8
Cc1ccccc1NC(=O)CC1SC(=NC2CCCCC2)NC1=O (stereo not drawn),0.7,15.3,-1.1,8.5,-2.6,3.0,-11.6,0.2,5.2,-6.5
O=C1CCCC(=O)N1CCCCCCN1C(=O)CCCC1=O,0.1,-13.1,-1.1,6.3,-4.4,-4.8,-6.0,0.7,3.4,-14.8
Cc1ccc(Nc2nc(NCCO)nc(N3CCCC3)n2)cc1,-0.7,4.9,-3.0,4.9,-2.0,-0.7,-10.4,-9.8,3.6,7.7
CCOC(=O)/C=c1/s/c(=C/c2ccc3cc(OC)ccc3c2)c(=O)n1CC(=O)NCc1ccc2c(c1)OCO2,-2.8,-16.8,2.2,11.5,-2.6,-8.0,11.3,-3.8,-14.4,3.7
COc1ccccc1NC(=O)C(C)OC(=O)CCC1CCCCC1 (stereo not drawn),-0.2,-2.8,3.4,-1.9,1.9,2.4,-6.2,2.7,-3.6,-10.0
COc1cccc(N2CCN(C(=O)C3CCCN(S(=O)(=O)c4ccc5c(c4)oc(=O)n5C)C3)CC2)c1 (stereo not drawn),0.1,-4.6,4.4,-3.1,-1.3,-0.6,-6.4,-3.2,2.1,2.2
O=C1C(=C2CCCCC2)SC(=S)N1Cc1ccco1,0.3,-7.5,6.0,5.7,4.2,-4.2,16.8,-6.7,-0.4,9.2
Cc1nc2ccc(NC(=O)c3ccc([N+](=O)[O-])cc3)cc2s1,0.3,-1.4,5.4,1.1,-3.8,-2.7,-4.2,-1.0,1.4,11.0
Cc1cccc(NC(=O)CCOc2ccccc2)c1C,0.6,-1.9,7.1,-3.2,1.0,-1.1,-1.3,3.7,-0.3,3.9
CNS(=O)(=O)c1cc(-c2nnc(N3CCOCC3)c3ccccc23)ccc1C,0.8,-1.5,7.6,-12.7,0.8,-0.4,-0.2,0.4,-2.3,0.4
O=C(Nc1nccs1)c1ccc2ccccc2c1,0.4,-3.3,-4.3,3.2,-0.6,-1.0,10.6,2.6,-1.5,-5.8
CCOC(=O)C1CN(S(=O)(=O)c2cc(OC)ccc2OC)C1,0.2,4.2,-0.5,-7.2,0.6,-1.1,22.4,10.2,1.1,-4.0
CN(CC(=O)Nc1ccc(Cl)c(C(F)(F)F)c1)C(=O)/C=C/c1ccco1,-0.1,12.1,4.6,9.3,-2.6,-0.5,1.5,-2.0,2.7,5.8
CC(=O)Nc1cccc(-c2ccnc3c2CC(C)(C(=O)NCC2CC2)O3)c1 (stereo not drawn),-0.7,-14.4,2.6,-16.7,-2.8,-3.9,2.4,0.9,3.6,0.0
COc1cccc(C(=O)COC(=O)c2ccc(NC(C)=O)cc2)c1,-0.6,11.6,4.3,-4.0,-3.1,-0.1,-13.2,3.2,-1.6,-8.2
CN(C)c1ccc(C(=O)OCC(=O)c2ccc[nH]2)cc1,0.3,2.1,1.4,-1.3,-2.1,-4.0,10.7,2.3,1.6,8.8
